Bioassay records (PubChem)
Chronic BCR inh – inhibitors of chronic active B-cell receptor signaling | Potency, µM (highest dose often 46.1 µM), inactives show at the top dose ratio change, negative = lower green/red ratio, usual class: inhibitors | hit rate 0.05% among 340,000 | ABC-DLBCL IkBa-CBG/CBR reporter, luminescence ratio, 4 h; active = well fitted inhibition curve with a large enough effect in the signal ratio, with a control signal flat, not every such curve was filed as active; inconclusive = small, poorly fitted or top-dose-only effect, or effect the other way, or a change in a side signal; the % refers to the signal ratio;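 note: potency is the fitted concentration of half-maximal effect; plate controls were basal doxycycline-induced cells for no effect and cells given 10 µM MG132 for full effect; MG132 reads +100%, hits lower the ratio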
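Doxycycline induced both beetle luciferases in TMD8 lymphoma cells; IKK-driven degradation limits the IkappaBalpha-fused green signal, while red luminescence normalises for cell number and nonspecific effects. Compounds tested up to 46 uM, 4 hrs.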
PKM2 activator – increases activity of human pyruvate kinase M2 | AID 1631 | Potency, µM (doses to about 57.5 µM), without a hit: at the top dose activation, usual class: activators | hit rate 0.34% among 260,000 | P14618 | purified PKM2, Kinase-Glo ATP luminescence, activation; response scale: 0% is enzyme alone, no compound; note: potency is the fitted concentration of half-maximal effect; % is set by controls: 0 for no effect and ±100 for the full control effect; nearly all actives have a fitted effect of over 55% in size
Target sequence (P14618 whole entry, looked up): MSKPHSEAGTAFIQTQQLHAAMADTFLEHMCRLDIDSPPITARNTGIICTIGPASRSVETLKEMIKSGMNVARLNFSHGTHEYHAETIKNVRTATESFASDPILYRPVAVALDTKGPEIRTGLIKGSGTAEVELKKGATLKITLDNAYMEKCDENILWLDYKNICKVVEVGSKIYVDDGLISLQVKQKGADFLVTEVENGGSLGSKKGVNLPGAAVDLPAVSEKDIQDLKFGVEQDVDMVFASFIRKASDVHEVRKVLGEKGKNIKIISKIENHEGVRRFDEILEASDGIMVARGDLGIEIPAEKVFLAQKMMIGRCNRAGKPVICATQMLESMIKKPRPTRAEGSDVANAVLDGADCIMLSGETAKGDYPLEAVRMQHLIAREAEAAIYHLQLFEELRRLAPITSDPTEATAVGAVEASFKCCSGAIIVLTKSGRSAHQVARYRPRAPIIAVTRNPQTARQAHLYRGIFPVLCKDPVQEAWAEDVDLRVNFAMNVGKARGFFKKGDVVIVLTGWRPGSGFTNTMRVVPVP
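Purified hPK-M2 (>95% pure) converted ADP (0.1 mM final) to ATP with 0.5 mM PEP in 50 mM imidazole pH7.2, KCl, MgCl2, Tween 20, BSA; 1 h at room temperature. ATP detected by Kinase-Glo luminescence.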
Coupling enz – counter-screen for Giardia aldolase inhibitors: coupling enzyme system; coupling enzyme system counterscreen, AmpLite Red fluorescence; activity change, negative = inhibition, % at 58.2 µM, hits read low; hit rate 0.67% among 290,000; in the data active = activity change below about -30%; note: % is set by controls: 0 for no effect and ±100 for the full control effect
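Counterscreen of the coupled detection system alone, without aldolase: glyceraldehyde-3-phosphate coupling enzymes plus AmpLite Red readout. Compounds at 57.5 uM final, 10 min RT preincubation, 20 min RT reaction, fluorescence 525/598 nm.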
GALK inhibitor – blocks human galactokinase activity; P51570; Purified GALK, Kinase-Glo residual ATP luminescence; Potency, µM (series often up to 57.5 µM), without a hit: at the highest dose activity change, negative = inhibition, most hits filed as inhibitors; hit rate 0.007% among 270,000; note: potency is the fitted concentration of half-maximal effect; % is set by controls: 0 for no effect and ±100 for the full control effect
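Quantitative HTS: GALK 5 nM, ATP 35 uM, galactose 100 uM, 1 h room temperature, then luciferase-based ATP detection.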
TSG101-PTAP inh – blocks PTAP/TSG101 interaction to inhibit HIV-1 budding; Potency, µM (series often up to 115 µM), inactives show top-dose activity change, negative = inhibition, most hits filed as inhibitors; 340,000 tested, under 10 active; Fluorescence polarization, FITC-PTAP peptide / Tsg101 binding; AID 493005; Q99816; active = well fitted inhibition curve with a large enough effect in the main read-out, with a control signal flat, not every such curve was filed as active; inconclusive = small, poorly fitted or top-dose-only effect, or effect the other way, or a change in a side signal; inactive = no such curve, though single readings can be large or run the other way; note: potency is the fitted concentration of half-maximal effect; % of control where 0% means no effect
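Fluorescence polarization binding of Tsg101 binding domain (10 uM final) to FITC-labeled PTAP peptide (50 nM final) in HEPES pH 7.5 buffer with NaCl, Tween 20, EDTA, TCEP. Compounds added before peptide; binding 20 min at RT.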
Integrin act MD – activates integrin-mediated alleviation for muscular dystrophy | alpha7betagal myoblasts, beta-gal FDG fluorescence, 48 h | Potency, µM (doses to about 38.3 µM), for inactives: at the highest dose activation, hits mostly activators | hit rate 0.064% among 350,000 | AID 624291;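 note: potency is the fitted concentration of half-maximal effect; 100% = response of the positive control SU9516; nearly all actives have a fitted effect of over 60% in size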
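alpha7betagal+/- myoblasts (passage 13, 250/well) treated 48 h at 37C with compounds at 1:260 dilution of DMSO stock. Lysed, then beta-galactosidase activity read as FDG fluorescence (ex 480/em 540) after 30 min, with pre-read for autofluorescence.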
Giardia kill – kills Giardia lamblia | hit rate 0.15% among 340,000 | AID 540267 | activity change, % at 7.66 µM, hits read low | Giardia lamblia trophozoite viability; in the data active = activity change below about -80%; inconclusive = between about -30% and that limit;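 note: parasites exposed to compound for two days anaerobically before the ATP read; % is set by controls: 0 for no effect and ±100 for the full control effect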
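ATP-content bioluminescence gauges trophozoite survival. Cells (100/well) receive compound and incubate anaerobically for 48 hrs at 37 deg C; detection reagent follows for 15-30 min at room temperature.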
S-ASM inh – blocks human secretory acid sphingomyelinase. placental ASM, HMU-PC fluorogenic substrate, 60 min. hit rate 0.006% among 340,000. Potency, µM (series often up to 57.5 µM), inactives show at the top dose activity change, negative = inhibition, actives largely listed as inhibitors. P17405; note: potency is the fitted concentration of half-maximal effect
Target sequence (P17405 47-631 limits assumed): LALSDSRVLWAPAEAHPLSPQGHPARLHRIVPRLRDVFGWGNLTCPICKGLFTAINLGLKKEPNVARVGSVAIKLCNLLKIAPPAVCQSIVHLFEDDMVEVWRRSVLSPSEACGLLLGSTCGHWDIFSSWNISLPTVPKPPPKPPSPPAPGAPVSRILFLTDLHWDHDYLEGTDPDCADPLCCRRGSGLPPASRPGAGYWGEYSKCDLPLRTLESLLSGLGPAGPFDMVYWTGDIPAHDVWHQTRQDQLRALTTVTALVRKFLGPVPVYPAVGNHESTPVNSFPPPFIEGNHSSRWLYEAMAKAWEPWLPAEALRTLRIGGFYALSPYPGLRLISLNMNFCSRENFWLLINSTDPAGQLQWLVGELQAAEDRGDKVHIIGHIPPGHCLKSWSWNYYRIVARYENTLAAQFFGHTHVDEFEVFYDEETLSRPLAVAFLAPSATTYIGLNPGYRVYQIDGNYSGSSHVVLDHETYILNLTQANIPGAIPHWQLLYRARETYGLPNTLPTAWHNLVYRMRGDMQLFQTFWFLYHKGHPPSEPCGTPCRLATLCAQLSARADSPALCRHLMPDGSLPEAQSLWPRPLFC
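Human placenta-derived ASM enzyme was preincubated with compound for 10 minutes at room temperature, then given fluorogenic substrate HMU-PC0 (9 uM final) for 60 minutes at 37 °C; a pH 10 stop preceded fluorescence reading at Ex 386/Em 447 nm.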
Tb PFK inh – blocks T. brucei phosphofructokinase; O15648; T. brucei PFK, ADP-Glo luminescence; Potency, µM (series often up to 57.5 µM), for inactives: at the highest dose activity, negative = inhibition, most hits filed as inhibitors; hit rate 0.17% among 330,000; AID 485367;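 note: potency is the fitted concentration of half-maximal effect; 0% = uninhibited 1x PFK enzyme wells and -100% = no-enzyme wells; nearly all actives have a fitted effect of over 60% in size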
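Luminescent ADP detection (ADP-Glo, two-step: ATP depletion then ADP-to-ATP conversion for luciferase) reported PFK activity after 45 min room-temperature reaction of 1.25 nM enzyme with 0.5 mM F6P and 0.1 mM ATP at pH 8.0.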
B2AR arrestin – agonists driving beta-arrestin recruitment to human beta2-adrenergic receptor. Potency, µM (highest dose often 46.1 µM), without a hit: at the highest dose activation, actives largely listed as activators. AID 492947. P07550. hit rate 0.02% among 330,000. beta-arrestin recruitment to beta2AR, cell-based reporter;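 note: potency is the fitted concentration of half-maximal effect; 0% = DMSO controls and full agonism = EC100 isoproterenol or metaproterenol; nearly all actives have a fitted effect of over 65% in size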
Menin-MLL TR inh – inhibitors of human menin-MLL interaction, mutant MLL peptide. O00255. Menin + Texas Red MLL mutant peptide, fluorescence polarization. Potency, µM (series often up to 61.6 µM), for inactives: top-dose FP activity change, negative = inhibition, hits mostly inhibitors. hit rate 0.23% among 270,000. AID 1768; active = well fitted inhibition curve with a large enough effect in the polarisation, with a control signal flat, not every such curve was filed as active; inconclusive = small, poorly fitted or top-dose-only effect, or effect the other way, or a change in a side signal; inactive = no such curve, though single readings can be large or run the other way; the % refers to the polarisation; note: potency is the fitted concentration of half-maximal effect; % of control where 0% means no effect; many of its hits are not listed in these tables
Starred values were filed as active, the others as inactive; ? = inconclusive; nt = not tested or not shown; & = joins results of further samples; [ ] = dose if it differs, or a comment. Unless noted, calls come from the whole dose curve; as a rule, active = well fitted curve in the direction sought with a large enough effect; inconclusive = small, poorly fitted or top-dose-only effect, or another doubt; inactive = no such curve, though single readings can be large; an effect the other way counts as inactive or inconclusive. This is a subset, so the mix of outcomes need not match the whole.

Order of values: Chronic BCR inh | PKM2 activator | Coupling enz | GALK inhibitor | TSG101-PTAP inh | Integrin act MD | Giardia kill | S-ASM inh | Tb PFK inh | B2AR arrestin | Menin-MLL TR inh
> CC(C)C(NS(=O)(=O)c1ccccc1)C(=O)N1CCCCCC1 (stereo unspecified)
  4% | 2%[11.5 µM] | -2 | -3% | -1% | 17% | -8 | 1% | 1% | -1.0% | -5%
> CC(=O)N1c2ccc(S(=O)(=O)NCCc3ccc(S(N)(=O)=O)cc3)cc2CC1C (stereo unspecified)
  -5% | nt | nt | 2% | 6% | 0% | 1 | -3% | -1% | -0.6% | nt
> CCN(CC)Cc1cc(C(C)=O)ccc1O
  3% | 1% | 1 | 2% | -2% | -12% | -7 | 1% | 2% | 0.0% | -11%
> O=C1OCCC1Sc1nnc(-c2ccccc2)o1 (stereo unspecified)
  ? | -2% | 4 | 3% | -9% | -2% | 7 | 3% | -1% | -0.9% | -2%
> O=C(CCc1nnc(Cc2cccc(C(F)(F)F)c2)o1)NCCc1ccccc1F
  0% | -3% | 3 | 4% | -2% | 12% | -13 | 1% | -8% | 0.4% | -13%
> COc1ccc(C)cc1S(=O)(=O)NCCC1=CCCCC1
  12% | -3% | 0 | 0% | -3% | 5% | 7 | -2% | 2% | 0.3% | ?
> O=C(CSc1nnc(NC2CC2)s1)NN1C(=O)NC2(CCCCC2)C1=O
  ? | nt | nt | nt | -4% | -28% | -4 | -1% | 0% | 0.2% | nt
> CCc1ccc(NC(=O)N[C@H](C(=O)O)C(C)CC)cc1 (stereo partly specified)
  12% | 0% | 10 | 0% | -1% | -10% | ? | -4% | 11% | -0.4% | nt
> O=c1c(Cc2c(F)cccc2Cl)c(O)ccn1CCCN1CCOCC1
  -2% | -8% | 2 | 0% | -4% | 0% | -22 | 0% | 0% | -1.4% | -13%
> O=C(NC1CCCCC1)c1cc([N+](=O)[O-])[nH]n1
  ? | -5% | -7 | 1% | -2% | 3% | -26 | 9% | -2% | 0.4% | -4%
> Cc1ccc(NC(=O)Cn2cnc3c(OCc4ccccc4)ncnc32)cc1C
  6% | nt | nt | nt | -5% | -3% | 30 | -5% | 0% | -0.4% | nt
> CCOc1ccc(C2CC(c3ccc(CC)cc3)n3nc(N)nc3N2)cc1 (stereo unspecified)
  0% | 0% | 1 | 0% | -4% | 4% | -16 | 17% | 3% | -0.5% | -8%
> O=C(Nn1cnnc1)c1ccc(OC(F)(F)C(F)C(F)(F)F)cc1 (stereo unspecified)
  2% | nt | 3 | nt | -7% | 9% | 1 | -2% | 0% | -0.5% | -2%
> Cc1ccc(-c2nc(CS(=O)CC(=O)NCCCc3ccccc3)c(C)o2)cc1 (stereo unspecified)
  -11% | nt | 5 | -7% | -6% | -30% | -14 | -5% | 0% | -0.4% | 4%
> Cc1ccc(NC2=NC(=S)N(CC#N)C23CCCCC3)cc1
  ? | -8% | 1 | 2% | -8% | 27% | 11 | -2% | -2% | -0.7% | 0%
> Cc1ccc(C(O)(C(=O)NNc2ccc3ccccc3n2)c2ccc(C)cc2)cc1
  ? | 4%&-10% | 0&0 | 0%&1% | -2%&-2% | -33%&0% | 17&1 | 0%&1% | ? | -0.5%&0.3% | -4%&0%
> COc1cccc(C(=O)Nc2ccc(NC(=O)C3CC3)nc2)c1
  ? | -1% | -1 | 0% | -1% | -23% | -9 | 1% | 3% | 0.0% | 5%
> CCOC(=O)Cn1c(=O)c2c(nc(Br)n2CC(=O)OCC)n(C)c1=O
  1% | 8% | 7 | 2% | -4% | -36% | -21 | 0% | -2% | 0.2% | -5%
> COC(=O)/C=C/COc1ccccc1[N+](=O)[O-]
  ? | -14% | 2 | 11% | -3% | -56%[inhibitor] | -7 | 4% | -2% | 0.0% | -18%
> Cc1ccccc1N(CC(=O)NCCc1ccccc1)C(=O)c1csnn1
  2% | nt | -1 | 1% | -3% | -16% | 11 | 1% | 0% | -0.2% | nt
> O=C(NN1C(=O)C2C3C=CC(C4CC34)C2C1=O)c1ccccc1Cl (stereo unspecified)
  ? | 0% | 0 | nt | 0% | -22% | 3 | 4% | 0% | -1.3% | -14%
> CCN(CC(=O)Nc1ccc2c(c1)OC(F)(F)O2)Cc1nc2ccccc2c(=O)[nH]1
  ? | 4% | -5 | -2% | 0% | 8% | -7 | -23% | -1% | 3.0% | nt
> COC(=O)c1cc(OC)c(OC)cc1NC(=S)NC(=O)c1ccco1
  -11% | nt | 0 | -3% | 0% | -13% | -1 | -3% | -2% | -0.2% | -16%
> C(#CCN1CCCC1)CC(c1ccccc1)c1ccccc1
  11% | 0% | -1 | 0% | -2% | -60%[inhibitor] | -25 | -2% | -1% | -1.1% | ?
> Cc1noc(C)c1COc1cccc(C(=O)NCCc2c[nH]c3ccccc23)c1
  ? | 17% | -5 | 4% | -1% | 20% | 1 | -8% | -4% | -0.9% | 9%
> COc1cc(C(=O)NCc2ccc(OCCN(C)C)cc2)cc(OC)c1OC
  -5% | nt | 1&2 | nt | 2% | nt | -9 | 5% | 0% | -0.2% | 4%
> COCCCNC(=S)NC1CC2CCC(C1)N2Cc1ccccc1 (stereo unspecified)
  0% | -5% | 4 | 4% | -1% | 34% | -10 | 4% | -1% | 0.3% | 1%
> O=C(Nc1cc(C(F)(F)F)ccc1-n1cncn1)c1ccc(Br)cc1
  14% | -1% | 1 | nt | -4% | 12% | -12 | -1% | -4% | 0.1% | -13%
> COc1cccc(NC(=O)COc2ncnc3sc(C)c(C)c23)c1
  ? | -5% | -4 | -3% | -2% | 12% | -21 | -1% | 0% | 0.1% | nt
> COc1ccccc1NS(=O)(=O)c1cc(C(=O)NCc2cccnc2)ccc1C
  13% | nt | nt | nt | -4% | -27% | -27 | 2% | 9% | -0.2% | nt

In the list so far, three have an NH in an aromatic ring.
Order of values: Chronic BCR inh | PKM2 activator | Coupling enz | GALK inhibitor | TSG101-PTAP inh | Integrin act MD | Giardia kill | S-ASM inh | Tb PFK inh | B2AR arrestin | Menin-MLL TR inh
> O=C(NC1CCCCC1)c1cc([N+](=O)[O-])[nH]n1
  ? | -5% | -7 | 1% | -2% | 3% | -26 | 9% | -2% | 0.4% | -4%
> CCN(CC(=O)Nc1ccc2c(c1)OC(F)(F)O2)Cc1nc2ccccc2c(=O)[nH]1
  ? | 4% | -5 | -2% | 0% | 8% | -7 | -23% | -1% | 3.0% | nt
> Cc1noc(C)c1COc1cccc(C(=O)NCCc2c[nH]c3ccccc23)c1
  ? | 17% | -5 | 4% | -1% | 20% | 1 | -8% | -4% | -0.9% | 9%

(more compounds)
Order of values: Chronic BCR inh | PKM2 activator | Coupling enz | GALK inhibitor | TSG101-PTAP inh | Integrin act MD | Giardia kill | S-ASM inh | Tb PFK inh | B2AR arrestin | Menin-MLL TR inh
> Cc1cc(=O)oc2cc(OC(C)C(=O)NCC3CCC(C(=O)O)CC3)c(Cl)cc12 (stereo unspecified)
  0% | 0% | 0 | nt | -6% | -2% | -6 | 10% | -1% | -0.5% | -10%
> CCOc1c(Nc2cccc(Cl)c2)c(=O)c1=O
  ? | -2% | -1 | 5% | -1% | 18% | 20 | 1% | 0% | -0.5% | nt
> CC(C)NC(=S)NN(c1ccccc1)c1ccccc1
  4% | -1% | -5 | 2% | -1% | 6% | -14 | 1% | 2% | -0.1% | 10%
> Cc1cnc(CNC(=O)c2ccc3oc(Cc4ccccc4)nc3c2)[nH]1
  2% | nt | 4 | 1% | -3% | 22% | -25 | 1% | -20% | 0.3% | 0%
> COc1ccc(N2C(=O)CC(N3CCN(c4ccc(C(=O)c5cccnc5)cc4)CC3)C2=O)cc1 (stereo unspecified)
  ? | 0% | -1 | -3% | -3% | 12% | 1 | -3% | -2% | 0.0% | -9%
> Cc1nn(-c2ccccc2)c(N)c1C1(O)C(=O)Nc2ccc([N+](=O)[O-])cc21 (stereo unspecified)
  3% | -1% | -17 | -4% | -1% | 0% | 7 | 0% | 0% | -1.0% | nt
> C/C(=N\NC(=O)C(=O)Nc1ccc(C)cc1)c1ccncc1
  0% | -8% | -1 | -1% | -3% | 6% | 14 | 3% | -1% | -0.4% | -2%
> COc1cccc(S(=O)(=O)NCc2ccc(C(=O)N3CCN(Cc4ccccc4)CC3)cc2)c1
  -4% | 9% | nt | 4% | ? | -36% | 16 | -1% | -1% | 0.0% | nt
